STK33 inh – blocks human STK33 kinase activity; Q9BYT3; purified STK33, MBP phosphorylation, ADP-Glo luminescence; inhibition, % at 10 µM; 320,000 tested, 0.073% active;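 active = inhibition at or above 25%, using the most active replicate where run in duplicate; inactive = inhibition below 25%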
Target sequence (Q9BYT3 whole entry, looked up): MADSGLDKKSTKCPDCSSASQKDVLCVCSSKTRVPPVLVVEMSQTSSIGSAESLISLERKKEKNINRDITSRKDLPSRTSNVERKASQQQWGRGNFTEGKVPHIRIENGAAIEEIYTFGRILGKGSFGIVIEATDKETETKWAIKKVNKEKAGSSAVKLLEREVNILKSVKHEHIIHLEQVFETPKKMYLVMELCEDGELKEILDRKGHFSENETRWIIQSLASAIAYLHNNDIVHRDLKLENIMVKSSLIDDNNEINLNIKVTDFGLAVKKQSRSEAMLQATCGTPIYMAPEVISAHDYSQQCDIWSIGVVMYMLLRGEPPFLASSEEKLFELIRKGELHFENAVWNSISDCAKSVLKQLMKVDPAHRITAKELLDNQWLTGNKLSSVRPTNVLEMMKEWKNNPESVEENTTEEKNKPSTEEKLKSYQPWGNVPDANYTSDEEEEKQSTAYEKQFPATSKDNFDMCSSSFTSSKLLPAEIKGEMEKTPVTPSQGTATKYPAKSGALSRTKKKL
OX1R antag-1 – blocks the human orexin 1 receptor; O43613; OX1R-expressing cells, FRET antagonist read-out; inhibition, % at 6.6 µM; 330,000 tested, 1.8% active; AID 485270; in the data active = inhibition mostly above about 38%, no sharp cut-off; inactive = mostly below about 40%;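 also: 0% = agonist challenge alone and 100% = reference antagonist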
Target sequence (O43613 whole entry, looked up): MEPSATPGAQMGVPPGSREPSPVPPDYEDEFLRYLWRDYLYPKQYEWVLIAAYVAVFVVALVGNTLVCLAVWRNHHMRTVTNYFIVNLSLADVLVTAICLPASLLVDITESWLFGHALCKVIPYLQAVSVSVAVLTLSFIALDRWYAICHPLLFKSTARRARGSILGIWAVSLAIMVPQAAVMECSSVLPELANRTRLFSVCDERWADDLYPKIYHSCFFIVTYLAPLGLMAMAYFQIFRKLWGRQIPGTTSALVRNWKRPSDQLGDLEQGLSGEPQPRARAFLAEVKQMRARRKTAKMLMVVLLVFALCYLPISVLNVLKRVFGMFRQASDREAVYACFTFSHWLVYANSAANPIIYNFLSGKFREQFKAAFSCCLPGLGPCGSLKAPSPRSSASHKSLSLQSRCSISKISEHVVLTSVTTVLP
OX1R antag-2 – blocks the human orexin 1 receptor; O43613; CHO/OX1R cells, Fluo-8 calcium fluorescence, orexin A; inhibition, % at 5 µM; 330,000 tested, 0.43% active; AID 434989;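 active = inhibition above its plate's threshold, mean inhibition of all tested compounds on the plate plus 3 SD, cut at about 37% in these data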;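 also: 0% = orexin A challenge wells and 100% = SB-334867-A antagonist wells; not every result past the cut was called active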
* marks the source's active call; other numbers are inactive results; x = no result given.

Start of the data: the first 12 compounds, to show the layout:
Screens in order: STK33 inh	OX1R antag-1	OX1R antag-2
COc1ccccc1C(=O)OCCN=C1NS(=O)(=O)c2ccccc21
  -0.3	14	-14
CCCn1c(N)c(N2CCCCC2)c(=O)n(CC(=O)Nc2ccc(OC(F)(F)F)cc2)c1=O
  1.4	11	-11
CCC(=O)c1ccc(OCC(=O)Nc2ccccc2C(=O)N2CCCCC2)cc1
  0.1	10	-30
O=C1N(Cc2cccc(Cl)c2)C[C@@H]2C[C@@H](c3cccc4cccnc34)N3CCC[C@@]123
  0.8	17	-44
CCOc1ccc(S(=O)(=O)NCCC(=O)NCc2ccco2)cc1
  -1.2	23	-9
CCOc1nc(C)ccc1-c1noc(C)n1
  -1.1	-1	-11
Cc1ccc(N2C(=O)C3CCC(C)(C2=O)C3(C)C)cc1C (stereo not given)
  -0.3	9	-18
O=C(NC1CCS(=O)(=O)C1)c1ccccc1Cl (stereo not given)
  -0.4	6	-1
CC(C)N(C(=O)/C=C/c1cccc([N+](=O)[O-])c1)C(C)C
  -1.4	21	-21
O=c1[nH]c(=S)[nH]c2nc(-c3ccccc3)cnc12
  0.8	63*	-11
CCOC(=O)c1ccccc1NC(=S)N1CCN(C(=O)c2ccco2)CC1
  -2.1	5	-16
O=C1Nc2ccc(NS(=O)(=O)c3cccs3)c3cccc1c23
  2.1	45	-13

This part in full, repeating the preview:
Screens in order: STK33 inh	OX1R antag-1	OX1R antag-2
COc1ccccc1C(=O)OCCN=C1NS(=O)(=O)c2ccccc21
  -0.3	14	-14
CCCn1c(N)c(N2CCCCC2)c(=O)n(CC(=O)Nc2ccc(OC(F)(F)F)cc2)c1=O
  1.4	11	-11
CCC(=O)c1ccc(OCC(=O)Nc2ccccc2C(=O)N2CCCCC2)cc1
  0.1	10	-30
O=C1N(Cc2cccc(Cl)c2)C[C@@H]2C[C@@H](c3cccc4cccnc34)N3CCC[C@@]123
  0.8	17	-44
CCOc1ccc(S(=O)(=O)NCCC(=O)NCc2ccco2)cc1
  -1.2	23	-9
CCOc1nc(C)ccc1-c1noc(C)n1
  -1.1	-1	-11
Cc1ccc(N2C(=O)C3CCC(C)(C2=O)C3(C)C)cc1C (stereo not given)
  -0.3	9	-18
O=C(NC1CCS(=O)(=O)C1)c1ccccc1Cl (stereo not given)
  -0.4	6	-1
CC(C)N(C(=O)/C=C/c1cccc([N+](=O)[O-])c1)C(C)C
  -1.4	21	-21
O=c1[nH]c(=S)[nH]c2nc(-c3ccccc3)cnc12
  0.8	63*	-11
CCOC(=O)c1ccccc1NC(=S)N1CCN(C(=O)c2ccco2)CC1
  -2.1	5	-16
O=C1Nc2ccc(NS(=O)(=O)c3cccs3)c3cccc1c23
  2.1	45	-13
COc1cccc2cc(-c3ccccc3)oc12
  0.1	25	-10
Cc1sc2ncn(Cc3ccccc3F)c(=O)c2c1C
  -1.1	22	-20
COc1ccccc1CNc1ncnc2nc[nH]c12
  1.6	13	-10
O=C(NCc1cccnc1)c1cc(S(=O)(=O)N2CCCCC2)ccc1Cl
  0.4	9	-12
CC1=NCCN1CCNC(=O)Nc1ccc(C(C)(C)C)cc1
  0.4	4	-6
O=C(COc1cccc(C(F)(F)F)c1)NCC(c1ccco1)N1CCCCC1 (stereo not given)
  -0.4	10	-42
CC(=O)c1cc(CN2CCN(CCC(C)C)C(CCO)C2)cs1 (stereo not given)
  -0.1	12	-15
Cc1cc(N/C(=N\S(=O)(=O)c2ccc(F)cc2F)c2ccccc2)no1
  -0.6	1	-9
CCOc1cc(/C=C2/C(=O)NN(c3cccc(Cl)c3)C2=O)ccc1O
  5.1	0	-13
O=C(Cc1ccccc1[N+](=O)[O-])NCc1ccco1
  -1.9	8	-12
CSCc1nnc(NC(=O)c2ccc(S(=O)(=O)N(C)C)cc2)o1
  0.2	14	-1
CCOC(=O)c1ccc(NC(=O)C(C)Sc2nc(O)c(-c3ccccc3)c(=O)[nH]2)cc1 (stereo not given)
  -0.6	18	-14
CCOc1ccc2nc(NC(=O)NC3CCCCC3)sc2c1
  x	22	-23
O=C(O)CCn1cc(/C=C/C(=O)c2ccc(Cl)cc2)c(-c2cccc(Br)c2)n1
  24	15	-8
O=C1/C(=C/N(C(=O)c2ccco2)c2ccc(Cl)cc2)Sc2ccccc21
  -0.6	20	-1
CC(=O)N1CCN(C(=S)c2ccc(-c3ccc(Cl)cc3)o2)CC1
  0.0	35	-33
CCC(=O)NC1=C(C#N)C2(CCCC2)Cc2ccccc21
  -2.0	22	-13
COc1ccc(CCNC(=O)C(=O)NCC2CCCN2S(=O)(=O)c2cc(C)ccc2C)cc1 (stereo not given)
  -0.7	12	-30
COc1cc(/C=N/NC(=O)c2cccc3ccccc23)cc(OC)c1OC
  -1.3	13	-20
Cc1ccccc1C(C)NC(=O)COC(=O)Cn1cc(C(F)(F)F)ccc1=O (stereo not given)
  x	15	-46
COc1ccc(NC2=CC(c3ccc(OC)cc3)N(c3ccc(OC)cc3)C2=O)cc1 (stereo not given)
  -0.7	3	-14
CCOc1ccc(CCNC(=O)COC(=O)c2cccc(S(=O)(=O)N3CCOCC3)c2)cc1OCC
  -2.3	16	-29
COc1cc(OC)cc(-c2cc3nc(C)c(CCC(=O)NCc4ccccc4)c(C)n3n2)c1
  -0.1	23	-30
CC(=O)Nc1nnc(SCc2ccc(F)cc2)s1
  -0.5	2	-1
Cc1ccc(N2CC(C(=O)Nc3ccccc3C(=O)NC3CCCCC3)CC2=O)cc1C (stereo not given)
  -0.6	6	-30
COc1cc(C2NC(=O)NC(O)(C(F)(F)F)C2C(C)=O)cc(OC)c1OC (stereo not given)
  -2.1	16	-4
O=C(CSc1nnc(CNC(=O)c2ccccc2)o1)NCCc1ccccc1
  -2.9	33	3
COc1ccccc1/C=C/C(=O)N1CCc2cc(OC)c(OC)cc2C1C (stereo not given)
  -3.2	-7	-18
COc1ccc(-c2nnc(SC)n2C)cc1
  -1.7	6	-7
CCc1cc(C(=O)Cc2ccc(F)cc2)c(O)cc1O
  1.2	17	-20
CCc1ccc(CN2CCC(n3nccc3NC(=O)c3ccc4c(c3)OCO4)CC2)cc1
  -0.4	8	-14
COC(=O)COc1cccc2c(=O)n(CC(=O)NCCc3ccc(OC)c(OC)c3)ccc12
  -0.1	1	-9
Cc1ccc(N2CCCCn3c2nc2c3c(=O)[nH]c(=O)n2C)cc1
  -0.3	10	-15
Cc1ccc2nc3c(cc2c1)c(NC(=O)C(C)(C)C)nn3CC(C)C
  0.7	-1	-36
CCNS(=O)(=O)c1ccc(CCC(=O)Nc2ccc(C(=O)OC)cc2)cc1
  -0.3	13	-12
CCOC(=O)c1c(NC(=O)OC)sc2c1CCC2
  -0.2	16	-26
O=C(C1CCCN1S(=O)(=O)c1cccc2cccnc12)N1CCn2c1nc1ccccc12 (stereo not given)
  -4.0	96*	45*
Cc1cnc(=O)[nH]c1SCc1ccc([N+](=O)[O-])cc1
  -0.3	9	-2
Cc1ccc(/C=N/NC(=O)c2cc(-c3ccccc3)nc3ccccc23)o1
  0.3	16	-10
CC(=O)c1cccc(NC(=O)C2CCN(S(=O)(=O)c3ccc(C)cc3)CC2)c1
  1.7	26	26
Cc1cc2nc(-c3ccc(SCC(=O)N4CCN(C(=O)c5ccco5)CC4)nc3)[nH]c2cc1C
  1.2	-1	-27
COc1ccc(-n2nnnc2SC(C)C(=O)NC2CCCC2)cc1 (stereo not given)
  -1.4	3	-12
O=C(Nc1ccccc1N1CCCC1)c1cccnc1Cl
  -0.4	8	-7
COc1ccc(CNC(=O)COC(=O)c2ccc(OCc3c(C)noc3C)cc2)cc1OC
  -1.7	9	-28
CCN(CC)S(=O)(=O)c1ccc(N2CCOCC2)c(NC(=S)NC(=O)c2ccco2)c1
  -0.9	5	-31
COCCNC(=S)Nc1ccccc1[N+](=O)[O-]
  x	19	-13
COc1ccc(Cl)cc1N(CC(=O)N(C)C)S(=O)(=O)c1ccc(C)c([N+](=O)[O-])c1
  -0.2	29	-38
COc1ccccc1-c1cc(C(F)(F)F)nc(N2CCN(c3ccccc3)CC2)n1
  0.8	4	-3

(next part)
Screens in order: STK33 inh	OX1R antag-1	OX1R antag-2
CCCNC(=S)N1CCN(C)CC1
  -1.6	9	-2
CC(C)CC(=O)NC(=S)NCCc1ccccc1
  -2.1	20	-30
Cc1cccc(NC(=O)N2CCC(C(=O)c3ccc(F)cc3)CC2)c1
  -0.1	4	-5
O=C(Nc1nccs1)c1cc2sccc2n1Cc1ccc(F)cc1
  -1.3	11	-4
Cn1cc(C(=O)c2cccc(Cl)c2Cl)cc1C(=O)O
  -1.3	12	-17
CC1C(=O)N2CCCc3cc(S(=O)(=O)NCc4ccc(Cl)cc4)cc1c32 (stereo not given)
  2.3	12	-20
Cc1ccc(C(=O)NNC(=O)CCCCC(=O)NNC(=O)c2ccc(C)cc2)cc1
  -0.9	13	4
O=C(OCc1c(-c2ccccc2)ncc2ccccc12)c1ccc(Br)cc1
  -1.3	-1	-25
Cc1ccc(Nc2cc(=O)oc3ccccc23)c(C)c1
  -1.1	13	-11
CN(C)/N=C/C=C1\CCC/C(=C\c2ccc(F)c(F)c2)C1=O
  -1.6	28	-28
Cn1c(=NC(=O)c2ccccc2[N+](=O)[O-])sc2cc(S(C)(=O)=O)ccc21
  -1.7	20	15
N#Cc1ccc(NC(=O)Nc2ccc(Cl)cc2)cc1
  -0.1	100*	68*
O=C(CCc1ccccc1)Nc1ccc(Cl)cn1
  0.2	19	-12
CC1CCCCC1NC(=O)c1nn(C)c2c1CS(=O)(=O)c1ccccc1-2 (stereo not given)
  -0.3	7	5
CCOc1c(OC(C)=O)ccc(/C=C/c2ccc3cccc(OC)c3n2)c1[N+](=O)[O-]
  0.1	28	-3
Cn1nc([N+](=O)[O-])nc1Sc1nnnn1-c1ccc(C(=O)O)cc1
  -0.7	37	-9
CCOc1ccc(NC(=O)COc2ccc(C(=O)NC(C)c3ccc(S(N)(=O)=O)cc3)cc2OC)cc1 (stereo not given)
  -0.2	0	-15
Cc1ccc(/C=N/N2CCN(Cc3ccc(Cl)cc3)CC2)o1
  -0.2	10	-30
Cc1cccc(NC(=O)c2ccc(OCc3c(C)noc3C)cc2)n1
  -1.6	8	-15
Cc1cc([N+](=O)[O-])ccc1NC(=O)c1cccc(NC(=O)C(C)C)c1
  -1.4	13	-10
CC(/C=C1\SC(=S)N(c2ccc(C(=O)O)cc2)C1=O)=C\c1ccccc1
  -0.5	26	25
COc1cccc(NC(=O)CN(C)C(=O)Cn2[nH]c(=O)c3ccccc3c2=O)c1
  -2.7	17	-7
Cc1ccc(NC(=O)COC(=O)C2COc3ccccc3O2)cc1S(=O)(=O)N1CCOCC1 (stereo not given)
  -2.1	10	-10
O=C(Nc1cccc(-n2cnnn2)c1)c1ccc(Cl)cc1Cl
  -1.4	14	-11
NNC(=O)COc1ccc(F)cc1
  -1.7	4	-9
COc1ccc(/C=C2\SC(=S)N(CCC(=O)N3CCCCC3)C2=O)cc1
  -1.0	7	-16
O=CNC(Cc1ccccc1)C(=O)O (stereo not given)
  -1.4	4	5
Cc1ccc(CSc2nnc(-c3ccncc3)o2)c(C)c1
  1.0	20	-12
CSCC[C@H](NC(=O)c1cccs1)C(=O)N1CCC2(CC1)NCCc1[nH]cnc12
  -0.8	-2	-6
CCCCCC/C(C=O)=C\c1ccccc1
  -0.3	2	-4
CC(=O)NN1C(=O)c2ccccc2NC1c1ccccn1 (stereo not given)
  -1.1	3	-1
COc1ccc(NC(=O)N(C)C[C@H]2Oc3ccc(NC(=O)c4ccncc4)cc3C(=O)N([C@H](C)CO)C[C@@H]2C)cc1
  0.5	5	-21
COc1ccc2c(CC(=O)Nc3cccc(S(=O)(=O)N4CCOCC4)c3)coc2c1
  0.1	22	0
Cc1cc(C(=O)Nc2ccc3c(c2)OCCO3)c2ccccc2n1
  -1.1	1	-18
CCN(C[C@H]1N[C@@](Cc2ccccc2)(C(=O)OC)[C@H]2C(=O)N(Cc3ccccc3)C(=O)[C@@H]12)S(=O)(=O)c1ccc(F)cc1
  -0.5	6	-17
COc1cc(NC(=O)c2onc(C)c2Cl)c(OC)cc1Cl
  0.4	31	-11
Cc1cccc(Oc2cc([N+](=O)[O-])cc3c2C(=O)Nc2ccccc2O3)c1
  0.7	18	-14
COCCn1c(C)cc(C(=O)CSc2nc3ccccc3c(=O)n2C(C)COC)c1C (stereo not given)
  -2.2	10	-37
Cc1sc(-c2ccccn2)nc1OC(=O)c1cccc(Cl)c1Cl
  0.8	23	-46

Assay outcomes (PubChem BioAssay)
